PME-1 inh = PME-1 (human) inhibition; recombinant PME-1, FP-Rh probe fluorescence polarization; Q9Y570; 320,000 tested, 0.53% active; inhibition, % at 5.9 µM;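 active means inhibition above the campaign mean of all compounds plus 3 SD, cut at about 26% in these data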;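 further: competitive labeling of PME-1 active site by serine hydrolase directed probe; 0% = PME-1 with DMSO and 100% = wells lacking PME-1 enzyme; inhibitors block probe labeling so polarization falls and inhibition rises; many of its hits are not listed in these tables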
Target sequence (Q9Y570 whole entry, looked up): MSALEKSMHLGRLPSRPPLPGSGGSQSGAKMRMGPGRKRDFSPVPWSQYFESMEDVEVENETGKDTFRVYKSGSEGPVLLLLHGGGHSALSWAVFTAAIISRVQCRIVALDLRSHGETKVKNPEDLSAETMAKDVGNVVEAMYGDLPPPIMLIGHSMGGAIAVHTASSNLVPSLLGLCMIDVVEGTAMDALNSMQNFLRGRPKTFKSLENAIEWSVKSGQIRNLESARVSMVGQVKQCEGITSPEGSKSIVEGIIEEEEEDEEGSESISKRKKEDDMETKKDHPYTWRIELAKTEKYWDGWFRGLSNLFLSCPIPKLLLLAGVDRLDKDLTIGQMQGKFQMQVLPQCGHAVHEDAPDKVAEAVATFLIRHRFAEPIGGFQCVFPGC
pPAFAH FP inh = pPAFAH (human) enzyme inhibition | Q13093 | recombinant pPAFAH, FP-rhodamine probe fluorescence polarization | inhibition, % at 3.39 µM | 330,000 tested, 1.5% active | AID 463082;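 active means inhibition above the mean inhibition across the screen plus 3 SD, cut at about 25% in these data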;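 further: inhibitors block binding of the rhodamine activity-based probe so polarization drops; 0% = enzyme with DMSO and 100% = wells lacking pPAFAH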
Target sequence (Q13093 whole entry, looked up): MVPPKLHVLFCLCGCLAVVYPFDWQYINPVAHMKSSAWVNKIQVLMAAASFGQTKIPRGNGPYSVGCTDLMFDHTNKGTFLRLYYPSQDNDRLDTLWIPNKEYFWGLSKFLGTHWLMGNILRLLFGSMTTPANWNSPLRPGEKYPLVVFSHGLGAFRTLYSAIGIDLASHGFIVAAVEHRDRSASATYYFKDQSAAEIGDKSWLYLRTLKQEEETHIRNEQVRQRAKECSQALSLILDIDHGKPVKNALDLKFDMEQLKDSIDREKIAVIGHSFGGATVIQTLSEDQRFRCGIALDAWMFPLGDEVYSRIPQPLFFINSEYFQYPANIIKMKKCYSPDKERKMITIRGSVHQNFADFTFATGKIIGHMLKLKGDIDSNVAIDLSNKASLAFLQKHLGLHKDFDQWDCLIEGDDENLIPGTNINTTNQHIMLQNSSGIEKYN
LYPLA1 inh = blocks human lysophospholipase 1, a PME1 counter-screen; O75608; recombinant LYPLA1, FP-Rh probe fluorescence polarization; 320,000 tested, 0.16% active; inhibition, % at 5.9 µM;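 active means inhibition above the mean of all tested compounds plus 3 SD, set per campaign, cut at about 14% in these data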;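 further: inhibitors block serine hydrolase probe labeling of LYPLA1 so polarization falls; 0% = enzyme with DMSO and 100% = wells lacking LYPLA1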
PAFAH2 inh = PAFAH2 (human) inhibition; Q99487; recombinant PAFAH2, FP-rhodamine activity probe, fluorescence polarization; inhibition, % at 3.39 µM; 340,000 tested, 0.99% active; AID 492956;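 active means inhibition above the mean over all tested compounds plus 3 SD, cut at about 30% in these data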;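 further: inhibitors block probe labeling of enzyme so polarization drops; 0% = enzyme with DMSO and 100% = wells lacking PAFAH2 protein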
GSTO1 counter = counter-screen for RBBP9 inhibitors: inhibitors of human GSTO1; inhibition, % at 5.96 µM; recombinant GSTO1, activity-based probe fluorescence polarization; 300,000 tested, 1.1% active; AID 1974;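 active means inhibition above the campaign mean inhibition plus 3 SD, cut at about 35% in these data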;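 further: 0% = GSTO1-1 with DMSO and 100% = wells lacking GSTO1-1 enzyme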
LYPLA2 inh = counter-screen for PME1 inhibitors: inhibitors of human LYPLA2 | O95372 | recombinant LYPLA2, FP-Rh probe fluorescence polarization | inhibition, % at 5.9 µM | 320,000 tested, 0.38% active | AID 2177;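 active means inhibition above the screen-wide mean plus 3 SD, limit set per campaign, cut at about 26% in these data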;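 further: 0% = LYPLA2 with DMSO and 100% = wells lacking LYPLA2 enzyme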
PAFAH1B2 FP inh = PAFAH1B2 (human) inhibition | 340,000 tested, 1.2% active | inhibition, % at 3.39 µM | recombinant PAFAH1B2, FP-rhodamine activity probe, fluorescence polarization;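 active means inhibition above the mean of all tested compounds plus 3 SD, cut at about 24% in these data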;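 further: 0% = enzyme with DMSO and 100% = wells lacking PAFAH1B2; many of its hits are not listed in these tables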
PAD4 inh = inhibitors of human PAD4; Q9UM07; recombinant PAD4, RCA probe fluorescence polarization; inhibition, % at 6.36 µM; 330,000 tested, 0.41% active; AID 485272;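 active means percent inhibition above a cutoff equal to the mean of all tested compounds plus 3 SD, cut at about 15% in these data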;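 further: 0% = PAD4 with RCA probe and DMSO and 100% = probe without PAD4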
PAFAH1B3 FP inh = inhibitors of human PAFAH1B3; inhibition, % at 3.39 µM; 340,000 tested, 0.28% active; AID 492972; recombinant PAFAH1B3, FP-rhodamine probe, fluorescence polarization;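 active means inhibition above the screen-wide average of all tested compounds plus 3 SD, cut at about 25% in these data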;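 further: 0% = enzyme with DMSO only and 100% = wells lacking PAFAH1B3 protein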
Target sequence (Q15102 whole entry, looked up): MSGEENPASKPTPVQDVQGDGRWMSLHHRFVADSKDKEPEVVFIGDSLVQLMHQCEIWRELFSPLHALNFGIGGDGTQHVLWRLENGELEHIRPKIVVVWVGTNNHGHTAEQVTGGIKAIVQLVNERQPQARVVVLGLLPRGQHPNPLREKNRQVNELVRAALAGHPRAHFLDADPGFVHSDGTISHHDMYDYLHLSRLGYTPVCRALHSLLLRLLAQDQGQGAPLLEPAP
* = called active by the depositor; · = no result given.

SMILES | PME-1 inh | pPAFAH FP inh | LYPLA1 inh | PAFAH2 inh | GSTO1 counter | LYPLA2 inh | PAFAH1B2 FP inh | PAD4 inh | PAFAH1B3 FP inh
O=[N+]([O-])c1cccc(/C=C/c2nc[nH]c2[N+](=O)[O-])c1 | 1 | -3 | 10 | -2 | -4 | 12 | 4 | -2 | 1
COc1ccc(-c2noc(C3CCCN(C(=O)c4ccccc4)C3)n2)cc1 (stereo not given) | 4 | -1 | 2 | -5 | 2 | 7 | 3 | 1 | 4
CN(C(=O)COC(=O)C1=COCCO1)c1c(N)n(Cc2ccccc2)c(=O)[nH]c1=O | -1 | 1 | 0 | -2 | 9 | -1 | -3 | 3 | 5
CC(C)(C)[C@@H]1COC(=O)[C@H](Cc2ccc(F)cc2)C/C=C\C[C@@H](CC(=O)N(CCO)Cc2ccccc2)C(=O)N1 | · | 3 | · | 3 | · | · | 14 | 1 | -2
CCOC(=O)c1nnsc1N | 2 | 2 | 2 | 2 | 13 | 4 | 0 | 0 | 2
CC(C(=O)O/N=C(\N)c1cccnc1)c1ccc([N+](=O)[O-])cc1 (stereo not given) | -3 | 1 | 2 | 4 | 4 | -1 | 6 | 2 | 11
COc1ccccc1CC(NC(C)=O)C(=O)NC1CCN(C(=O)Nc2ccc(F)cc2)CC1 (stereo not given) | 0 | 7 | -1 | 1 | -5 | -5 | 2 | -6 | 4
COc1cccc(C(=O)SC2=NCCS2)c1 | 8 | 5 | -1 | 2 | -3 | -1 | -4 | -6 | 1
O=C(c1cccs1)C1CCCN(Cc2nc(Cc3ccccc3F)no2)C1 (stereo not given) | 3 | 2 | 0 | -5 | 7 | 2 | -3 | 6 | 4
OCCCNc1nc(-c2ccccc2)nc2c1oc1ccccc12 | -4 | -5 | 0 | 5 | -5 | -1 | 1 | -1 | 4
O=C(CSc1nnc(CNC(=O)c2cccs2)o1)Nc1ccccc1F | 2 | 1 | -1 | 5 | 3 | -1 | 2 | 0 | 2
Cc1ccc(NC(=O)Cc2csc(-c3ccccc3)n2)cc1F | -2 | 3 | -1 | -6 | 1 | 8 | 4 | 0 | -2
O=C(C(=O)N1CCCCC1)c1c(-c2ccccc2)[nH]c2ccccc12 | -11 | 3 | 0 | -5 | -6 | -4 | 3 | -3 | -1
Cc1cc(C)nc(N/C(=N\S(=O)(=O)Cc2ccccc2)Nc2cccc(Cl)c2C)n1 | 4 | 4 | 2 | 6 | -5 | 1 | -1 | 1 | 15
CN(C)S(=O)(=O)N1CCN(C(=O)c2cccc(Br)c2)CC1 | 3 | 0 | -2 | -2 | 6 | -2 | 3 | 1 | 5
CC1(CC(=O)N/N=C/c2ccc(-c3ccc(Cl)cc3)o2)OCCO1 | 0 | 4 | 1 | -4 | 2 | -2 | 6 | -2 | 7
Cc1cc(-c2ccccc2)nc2c(Br)c(=O)[nH]n12 | 10 | 0 | 3 | -2 | 11 | 10 | 10 | 2 | -1
CCOc1ccc(CNCCN2CCCC2)cc1 | -4 | 4 | -3 | -2 | 4 | -7 | -1 | -3 | 7
Cc1ccc(OCCC(=O)OCC(=O)NC(=O)NC2CCCC2)cc1 | 4 | 18 | 4 | 1 | -2 | 8 | 5 | 1 | 4
COc1ccccc1-c1oc2ccccc2c1-c1ccc2c(c1)OCO2 | -7 | 0 | -4 | 2 | · | -6 | 0 | 2 | 9
Cc1cc2c(Nc3ccc(C(=O)O)cc3)ncnc2s1 | 4 | -2 | -5 | -4 | 0 | 3 | 2 | 0 | 5
CCCn1c(SCC(=O)NCc2cccs2)nc2c1c(=O)n(C)c(=O)n2C | 5 | 0 | -2 | 1 | 4 | 4 | 4 | 1 | 11
COc1ccccc1OCC(=O)O/N=C(\N)c1ccccn1 | 3 | -2 | -1 | 0 | 3 | -2 | 5 | -1 | -3
COc1ccccc1S(=O)(=O)Nc1cc(S(=O)(=O)N2CCCCC2)ccc1N1CCOCC1 | 18 | 6 | 6 | 2 | 2 | 2 | 0 | 1 | -1
O=C(NCCCc1ccccc1)c1c(O)nc2sccn2c1=O | -2 | 3 | -4 | -6 | 2 | -7 | 9 | 3 | -1
Cc1ccccc1CN(c1ccc(C(=O)NCCC2=CCCCC2)cc1)S(C)(=O)=O | 1 | 7 | -2 | 4 | -1 | -2 | 10 | -1 | -4
CCC(=O)Nc1ccc(-c2ccc(N3CCC(C)CC3)nn2)cc1 | -1 | 4 | 2 | 7 | 4 | 12 | 5 | -1 | 7
Cc1cc(C)nc(NNS(=O)(=O)c2ccc(F)c(Cl)c2)n1 | -6 | 1 | 2 | 2 | 25 | 6 | 1 | -8 | -3
CCC(=O)Nc1ccc(NC(=O)CSc2nnnn2-c2ccc3c(c2)OCCO3)cc1 | -7 | 4 | -4 | -4 | -9 | -7 | 6 | 0 | 2
CCS(=O)(=O)N1Cc2ccccc2CC1C(=O)OCC(=O)Nc1ccc(SC(F)F)cc1 (stereo not given) | -11 | 15 | -7 | 12 | 2 | -12 | -3 | -2 | 0
CCOC(=O)NC(O)C(=O)c1cccs1 (stereo not given) | -4 | 0 | 1 | 0 | -1 | 3 | 2 | 2 | 12
CCOC(=O)C1=C(C)NC(=O)NC1c1ccc(OCCO)c(OC)c1 (stereo not given) | -4 | 0 | 2 | -8 | -3 | 5 | 4 | 4 | 5
CC(c1ccccc1)n1c(-c2cccs2)nc2c(c(=O)c3ccccc3n2C)c1=O (stereo not given) | 0 | -1 | -5 | · | -3 | -9 | · | 0 | ·
O=C(COC(=O)c1ccc(-c2ccc([N+](=O)[O-])cc2)o1)NC(=O)NC1CCCCC1 | -23 | 17 | -9 | 13 | 7 | -6 | -1 | -5 | -7
CCC1(c2ccc(F)cc2)NC(=O)N(CC(=O)N2CCc3ccccc32)C1=O (stereo not given) | 4 | 2 | -1 | -7 | · | 1 | 3 | -1 | 6
COc1cc(=O)oc(-c2ccccc2)c1C(C)=O | 4 | -1 | -4 | -1 | 7 | 1 | 3 | 2 | 11
Cc1cccc(NC(=O)CCC(=O)N/N=C/c2cc([N+](=O)[O-])ccc2O)c1 | -3 | 8 | -3 | -5 | -5 | 1 | 17 | -4 | 6
CCCCn1c(=O)[nH]c(=O)c2c1nc(-c1ccc(OCCC)c(OCC)c1)n2CCOC | -1 | -2 | 0 | -6 | 2 | -3 | -1 | 1 | 9
C[C@]12CC[C@@H]3c4ccc(O)cc4CC[C@H]3[C@@H]1CC[C@@H]2OC(=O)CCC1CCCC1 | -8 | 1 | 0 | -11 | 0 | 6 | 1 | 4 | 10
c1cc2c3c(cccc3c1)NC(c1ccc3c(c1)OCO3)N2 | 23 | 0 | -8 | 14 | 35* | -4 | 13 | -6 | 28*

Single records, as listed above. Order of values: PME-1 inh, pPAFAH FP inh, LYPLA1 inh, PAFAH2 inh, GSTO1 counter, LYPLA2 inh, PAFAH1B2 FP inh, PAD4 inh, PAFAH1B3 FP inh
Shown for C[C@]12CC[C@@H]3c4ccc(O)cc4CC[C@H]3[C@@H]1CC[C@@H]2OC(=O)CCC1CCCC1 : -8, 1, 0, -11, 0, 6, 1, 4, 10
Shown for Cc1cc2c(Nc3ccc(C(=O)O)cc3)ncnc2s1 : 4, -2, -5, -4, 0, 3, 2, 0, 5

Following part:
SMILES | PME-1 inh | pPAFAH FP inh | LYPLA1 inh | PAFAH2 inh | GSTO1 counter | LYPLA2 inh | PAFAH1B2 FP inh | PAD4 inh | PAFAH1B3 FP inh
Cc1ccc(-c2ccc(C(=O)O)o2)cc1Cl | -1 | 0 | 2 | 3 | 13 | 10 | 9 | 3 | 8
Cc1cc(CN2C(=O)c3ccccc3C2=O)cc(N2CCOCC2)c1 | 0 | -2 | -4 | -13 | 8 | 2 | -2 | 2 | 8
CCN(CC(=O)NCc1ccc(Cl)cc1)C(=O)CN1C(=O)NC(CC)(c2ccccc2)C1=O (stereo not given) | 8 | 6 | -3 | 1 | 8 | 0 | 6 | -2 | -5
CCc1ccc(N(C2C=CS(=O)(=O)C2)S(=O)(=O)c2ccccc2)cc1 (stereo not given) | -6 | 2 | 0 | 2 | 2 | -10 | 9 | -7 | 5
CC(C)CSc1nnc2c(n1)[nH]c1ccccc12 | 3 | 2 | 3 | 2 | 2 | 5 | 6 | 3 | 2
CCc1nnc(N/N=C/c2c(C)[nH]c3ccccc23)n1N | 5 | 4 | 1 | -6 | 52* | -2 | -2 | 30* | 18
CCC(=O)Nc1nnc(SCC(=O)N2c3ccccc3CC2C)s1 (stereo not given) | 4 | 0 | 0 | -5 | 1 | 1 | 2 | -3 | -6
COc1ccc(C(=O)O)cc1S(=O)(=O)NC(C)C | 3 | 3 | -1 | 2 | -1 | 5 | 0 | 7 | 1
O=S(=O)(Nc1ccc(Cc2ccncc2)cc1)c1ccc(Br)s1 | 20 | 26* | 9 | 3 | 5 | 9 | 10 | -5 | 10
Cc1ccc(-c2nc3ccccc3[nH]2)cc1N | -1 | 9 | -2 | 5 | 6 | -1 | -4 | -7 | 0
O=C1NC(c2ccc(O)cc2)Nc2ccccc21 (stereo not given) | 9 | -3 | 6 | 1 | 5 | 7 | 1 | -1 | 7
O=C1c2ccccc2C(=O)N1CCCSc1nc2ccccc2o1 | 3 | 3 | -3 | 2 | 2 | -3 | 5 | -1 | 7
O=C(C1CCC(=O)N(C2CCCC2)C1)N1CCC(Oc2ccccc2Cl)CC1 (stereo not given) | 10 | 3 | 1 | 0 | 2 | 2 | 0 | 0 | 10
O=C(Nc1ccc2c(c1)oc1ccccc12)C1CC1 | -2 | 2 | -5 | -5 | -2 | -7 | 0 | -8 | 5
COc1ccc(C(=O)N2CCCCCC2)cc1S(=O)(=O)N1CCOCC1 | 2 | 3 | 1 | 7 | 3 | 1 | 6 | 1 | 4
Cc1ccc2nc(-c3ccccn3)c(Nc3ccccc3C)n2c1 | 10 | 17 | -1 | -1 | 18 | -4 | 6 | 3 | 6
CC(NC(=O)c1cc(=O)[nH]c2ccc(Br)cc12)c1ccccc1 (stereo not given) | -8 | -2 | -1 | · | 4 | -8 | · | -3 | ·
COc1ccccc1OCC(=O)NCC(C)NC(=O)COc1ccccc1OC (stereo not given) | -3 | 5 | 0 | 4 | 12 | 0 | 4 | 3 | 5
Cc1[nH]n(-c2ccc([N+](=O)[O-])cc2)c(=O)c1C=NCCc1ccc(S(N)(=O)=O)cc1 | -10 | -2 | 0 | · | -4 | 2 | · | -5 | ·
N/C(=N\OC(=O)C1CCCCC1)c1cccc(Br)c1 | -2 | 3 | -3 | 15 | 0 | 1 | 8 | -5 | 14
CC(Sc1nc2ccccc2c(=O)n1CC1CCCO1)C(=O)NC(C)c1ccccc1 (stereo not given) | -1 | 1 | 1 | 13 | 9 | 2 | 1 | 2 | 11
CC(c1ccco1)N(C(=O)COc1ccc(Cl)cc1)c1ccccn1 (stereo not given) | 3 | 0 | 0 | 2 | 6 | 7 | 3 | -1 | 1
COc1ccc(C2SCCN2S(=O)(=O)c2ccc(NC(C)=O)cc2)cc1 (stereo not given) | 4 | 5 | -1 | 7 | -1 | -2 | -2 | -3 | 5
Cc1ccc(SCC(=O)Nc2nccs2)cc1 | -4 | 7 | 1 | -1 | 1 | -2 | 12 | -6 | 1
COc1ccc(NC(=O)C2OCCc3ccccc32)c(OC)c1 (stereo not given) | -4 | 0 | 1 | -7 | -8 | -4 | 3 | -4 | 1
O=c1c(C=NCC2CCCO2)c(-c2ccccc2)[nH]n1-c1ccc([N+](=O)[O-])cc1 (stereo not given) | -4 | -3 | -3 | 1 | -4 | -9 | 6 | -1 | 0
Cc1cc(C)n2nc(SCC(=O)N3CCOCC3)nc2n1 | 0 | -1 | 1 | -1 | · | 6 | 10 | 4 | 6

Screening data (PubChem BioAssay)

Some of the compounds tested. The share of hits here may be higher or lower than overall.
